GPR55 LPI antagonism = GPR55 antagonists blocking LPI-driven arrestin recruitment, primary screen, imaging, U2OS, beta-arrestin-GFP, LPI agonist (AID 2013) | U2OS GPR55 beta-arrestin-GFP translocation imaging, LPI antagonism; higher % means a stronger effect | hit rate 0.13% among 290,000 | one-dose inhibition, % at 10 µM; IC50 in µM for titrated hits;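 active = spots per cell inhibited over 60%, with over 100 cells counted and total cytoplasm intensity under 500,000; inconclusive = wells with under 100 cells, flagged as likely toxic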;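 note: U2OS cells stably carrying GPR55 and arrestin-GFP stimulated by 5 µM LPI near EC80; imaged beta-arrestin-GFP aggregate spots per cell after agonist stimulation; plate controls were LPI-stimulated DMSO wells for no effect and DMSO wells without LPI for full effect; some results filed as inactive read as strong as hits; confirmed hits need IC50 under 10 µM and bright autofluorescent wells are also inconclusive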
NTR1 ag = agonists of NTR1, primary screen, imaging, U2OS cells, beta-arrestin-GFP, high content (AID 493036); Neurotensin receptor type 1 (Homo sapiens), P30989; NTR1-U2OS beta-arrestin-GFP spot imaging, agonist mode; activation, % at 20 µM; hit rate 0.17% among 330,000;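 active = activation at or above 40% of the spot to cytoplasm intensity ratio, with at least 20 cells analyzed; inconclusive = wells under 20 cells, flagged as cytotoxic or low count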;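 note: 0% = DMSO without peptide and 100% = 100 nM NTR1 peptide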
Target sequence (P30989 whole entry, looked up): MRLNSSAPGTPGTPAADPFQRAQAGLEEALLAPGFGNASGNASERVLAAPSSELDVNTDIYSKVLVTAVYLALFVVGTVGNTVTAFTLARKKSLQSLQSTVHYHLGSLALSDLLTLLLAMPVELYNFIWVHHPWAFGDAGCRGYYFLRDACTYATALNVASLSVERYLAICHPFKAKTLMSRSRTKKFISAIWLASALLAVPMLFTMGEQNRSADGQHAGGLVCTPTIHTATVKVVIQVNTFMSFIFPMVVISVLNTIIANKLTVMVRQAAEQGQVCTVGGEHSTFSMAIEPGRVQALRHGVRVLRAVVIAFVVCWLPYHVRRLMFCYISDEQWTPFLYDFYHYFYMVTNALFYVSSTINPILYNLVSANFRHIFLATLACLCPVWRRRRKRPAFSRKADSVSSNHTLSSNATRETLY
Yfh1-depleted yeast = enhancers of respiration in Yfh1-depleted yeast, dose response, Friedreich's ataxia, plus single-dose screen (AID 1465). S. cerevisiae Yfh1-off respiration, WST-1 reduction, 72 h; higher fold induction means a stronger effect. one-dose fold induction at 50 µM; EC50 in µM for titrated hits. hit rate 0.074% among 220,000;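 active = fold induction of absorbance versus untreated yeast above a set limit, then at least 30% activation at any dose in follow-up; inconclusive = repeats straddling the limit, or above it without dose testing; inactive = fold induction below the set limit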;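 note: activators that raise dye reduction in frataxin-depleted yeast; strong numbers were not always called active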
GPR35 antagonists = GPR35 antagonists blocking zaprinast-driven arrestin recruitment, primary screen, imaging, U2OS, beta-arrestin-GFP, zaprinast agonist (AID 2058) | hit rate 0.052% among 290,000 | inhibition, % at 10 µM, or IC50 in µM where a hit was titrated | G-protein coupled receptor 35 (Homo sapiens) | U2OS GPR35 beta-arrestin-GFP translocation imaging, zaprinast antagonism; higher % means a stronger effect;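 active = inhibition of at least 50% with at least 30 cells and total cytoplasm GFP at most 10,000,000; inconclusive = under 30 cells or total GFP of 10,000,000 plus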
AID2073 = inhibitors of Mint1-CaV2.2 protein interaction, biochemical, HTRF (AID 2073) | Voltage-dependent N-type calcium channel subunit alpha-1B (Homo sapiens) | HTRF protein-protein interaction, Mint1-CaV2.2; higher % means a stronger effect | inhibition, % at 20 µM; hits with a dose series show IC50 in µM | hit rate 0.19% among 290,000; in the data active = inhibition mostly above about 51%, no sharp cut-off; inconclusive = no clear call, values can overlap the other calls; inactive = mostly below about 53%; note: some results filed as inactive read as strong as hits
NS5 inhibitors = Dengue-2 NS5 methyltransferase inhibitors, primary screen, biochemical, confirmation dose response (AID 588689) | hit rate 0.3% among 340,000 | Genome polyprotein (Dengue virus type 2 (strain 16681-PDK53)) | Dengue-2 NS5 methyltransferase capping enzyme assay, biochemical; higher % means a stronger effect | inhibition, % at 25 µM; hits with a dose series show IC50 in µM; in the data active = a potency from the dose series; inconclusive = inhibition above about 29% without an active follow-up result
GPR55 activation = GPR55 agonists via beta-arrestin recruitment, primary screen, imaging, U2OS cells, beta-arrestin-GFP redistribution (AID 1961). G-protein coupled receptor 55 (Homo sapiens). U2OS GPR55 beta-arrestin-GFP redistribution imaging; higher % means a stronger effect. one-dose activation, % at 10 µM; EC50 in µM for titrated hits. hit rate 0.048% among 290,000;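 active = activation above 40% with more than 50 cells counted in the well; inconclusive = wells holding fewer than 50 cells, flagged as toxic or sparse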;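 note: U2OS osteosarcoma cells stably expressing GPR55 and beta-arrestin-GFP; plate controls were DMSO negative control for no effect and LPI positive control for full effect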
MgcRacGAP inhibition = MgcRacGAP GTPase-activating activity inhibitors, confirmation, biochemical, ADP Hunter fluorescence; Rac GTPase-activating protein 1 (Homo sapiens); MgcRacGAP-stimulated Rac1 GTP hydrolysis, ADP Hunter fluorescence; higher % means a stronger effect; GST-tagged Rac1 F28L mutant substrate; inhibition, % at 30 µM; hits with a dose series show IC50 in µM; hit rate 0.6% among 340,000; AID 624330, 2012;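 active = first-screen hits whose inhibition reached a set limit at any dose in the follow-up dose series; inconclusive = inhibition above the set first-screen limit but never retested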;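 note: fluorescence reports GDP produced by GAP-driven GTP hydrolysis; strong numbers were not always called active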
SV40 large T antigen = SV40 large T antigen inhibitors, biochemical (AID 1903). SV40 large T antigen ATPase/helicase inhibition assay; higher % means a stronger effect. inhibition, % at 20 µM; hits with a dose series show IC50 in µM. hit rate 0.39% among 310,000; in the data active = a potency from the dose series; inconclusive = inhibition mostly from about 32% at the one dose, without a potency; inactive = the rest, 99 in 100 with inhibition below about 32%; note: strong numbers were not always called active
NTR1 ag cell count 20 µM = recorded beside NTR1 ag, whose call it bears; cell count; measured here: cell count, cytotoxicity flag
Active calls of the source: *; i = inactive; u = inconclusive; x = not tested or not shown.

SMILES	GPR55 LPI antagonism	NTR1 ag	NTR1 ag cell count 20 µM	Yfh1-depleted yeast	GPR35 antagonists	AID2073	NS5 inhibitors	GPR55 activation	MgcRacGAP inhibition	SV40 large T antigen
Fc1ccccc1/C=N/n1cc(-c2ccccc2)[nH]c1=S	12%	7.0	61	i	-16%	-28%	-22%	-0.1%	11%	21%
Cc1ccc(OCCNC(=O)c2ccc(NC(=O)CC3SC(N4CCCC4)=NC3=O)cc2)cc1 (stereo unspecified)	x	0.3	67	x	x	x	-7%	x	4%	9%
Cc1ccc(S(=O)(=O)N2CCOC2CNC(=O)C(=O)NCCCN2CCOCC2)cc1 (stereo unspecified)	14%	-0.7	69	x	4%	10%	-3%	0.7%	-1%	5%
Cc1c(N=Cc2c(O)n(C3CCCCC3)c(=O)[nH]c2=O)c(=O)n(-c2ccccc2)n1C	-1%	1.4	44	i	5%	3%	-20%	-0.1%	1%	5%
Cc1cc(Cl)n2c(nc3ccccc32)c1C#N	26%	x	x	i	-17%	-16%	-1%	6.3%	13%	10%
COC(=O)c1cc(Cl)c(NC(=O)c2ccco2)cc1OC	5%	0.4	61	i	-24%	2%	4%	-0.1%	9%	0%
Nc1cc2c(cc1O)CCCC2	-2%	-0.2	36	i	-1%	7%	-13%	-0.2%	2%	18%
Cc1occc1C(=O)Nc1cccc([N+](=O)[O-])c1C	-4%	0.8	63	i	-8%	8%	3%	-0.1%	7%	22%
CC(C)(C)c1cc(CN2CCN(CCC#N)CC2)cc(C(C)(C)C)c1O	-13%	-1.2	42	i	-6%	-2%	-11%	-0.2%	10%	20%
CC(=O)c1c(N2CCN(C)CC2)nc(=S)n(Cc2ccccc2)c1C	8%	0.9	58	i	-5%	-6%	-6%	0.1%	11%	6%
CCOc1ccc(N(CC(=O)NCc2ccc3c(c2)OCO3)C(=O)c2csnn2)cc1	12%	0.9	31	x	20%	-3%	-5%	0.2%	5%	14%
CCCN(CCC)S(=O)(=O)c1ccc(C(=O)Nc2nc3c(s2)CCc2ccccc2-3)cc1	-10%	-0.4	55	i	-6%	26%	-7%	-0.1%	9%	9%
O=C(c1ccco1)N1CCN(S(=O)(=O)Cc2ccccc2Cl)CC1	8%	-0.2	36	i	-2%	2%	-4%	0.1%	2%	9%
O=C(NCc1ccc(CNC(=O)c2ccco2)cc1)c1ccco1	-9%	0.0	48	x	-3%	10%	-12%	0.2%	6%	9%
CC1CN(C(=O)CCC(=O)NCCCN2CCN(Cc3ccccc3)CC2)c2cc(Cl)ccc2O1 (stereo unspecified)	-22%	0.3	60	x	1%	5%	5%	0.0%	7%	0%
Cc1cc(C)n(-c2ccc(NC(=O)C3CCCCN3Cc3cccc4c3OCO4)cc2)n1 (stereo unspecified)	-15%	1.5	57	x	-7%	1%	1%	0.0%	1%	x
COc1ccc(NC(=O)C2COc3ccccc3O2)cc1 (stereo unspecified)	-18%	0.2	56	x	13%	15%	x	-0.1%	6%	1%
CSc1ncc(Sc2ccccc2)c(C(=O)O)n1	x	0.2	33	x	x	x	-9%	x	7%	6%
O=C(CN1CCN(c2ncccn2)CC1)NCCC1=CCCCC1	-1%	0.7	54	i	7%	-4%	-4%	-0.1%	15%	-6%
Cc1cccc(NC(=O)CSC2=NN3CCCC(=O)N=C3S2)c1C	3%	-0.3	70	x	29%	8%	-3%	-0.1%	9%	3%
Cc1ccc(Cc2cc(C)n[nH]c2=O)cc1	1%	1.3	57	i	-5%	8%	x	-0.1%	x	5%
O=C(N1CCOCC1)N1CCN(c2ccccn2)CC1	6%	0.1	45	i	-5%	0%	-3%	0.0%	2%	-4%
CC(C)CNc1nnnc2c1sc1nc(N3CCOCC3)c3c(c12)CC(C)(C)SC3	3%	2.5	85	i	2%	18%	-3%	-0.1%	4%	3%
CCOc1ncccc1C(=O)N(C)CC(=O)Nc1ccc(C)cc1	-1%	-0.5	41	i	10%	-14%	-2%	-0.2%	7%	9%

Part of the list above in order of count of non-hydrogen atoms, rising.
SMILES	GPR55 LPI antagonism	NTR1 ag	NTR1 ag cell count 20 µM	Yfh1-depleted yeast	GPR35 antagonists	AID2073	NS5 inhibitors	GPR55 activation	MgcRacGAP inhibition	SV40 large T antigen
Cc1ccc(Cc2cc(C)n[nH]c2=O)cc1	1%	1.3	57	i	-5%	8%	x	-0.1%	x	5%
COc1ccc(NC(=O)C2COc3ccccc3O2)cc1 (stereo unspecified)	-18%	0.2	56	x	13%	15%	x	-0.1%	6%	1%
O=C(NCc1ccc(CNC(=O)c2ccco2)cc1)c1ccco1	-9%	0.0	48	x	-3%	10%	-12%	0.2%	6%	9%
CC(C)CNc1nnnc2c1sc1nc(N3CCOCC3)c3c(c12)CC(C)(C)SC3	3%	2.5	85	i	2%	18%	-3%	-0.1%	4%	3%
Cc1cc(C)n(-c2ccc(NC(=O)C3CCCCN3Cc3cccc4c3OCO4)cc2)n1 (stereo unspecified)	-15%	1.5	57	x	-7%	1%	1%	0.0%	1%	x
CC1CN(C(=O)CCC(=O)NCCCN2CCN(Cc3ccccc3)CC2)c2cc(Cl)ccc2O1 (stereo unspecified)	-22%	0.3	60	x	1%	5%	5%	0.0%	7%	0%

(further entries)
SMILES	GPR55 LPI antagonism	NTR1 ag	NTR1 ag cell count 20 µM	Yfh1-depleted yeast	GPR35 antagonists	AID2073	NS5 inhibitors	GPR55 activation	MgcRacGAP inhibition	SV40 large T antigen
CC(C)[C@H](NC(=O)[C@H](Cc1ccccc1)n1c(=O)[nH]c2ccccc2c1=O)C(=O)N[C@@H](Cc1ccccc1)C(=O)O	23%	1.5	87	x	-6%	15%	-7%	0.5%	2%	x
CC1CCCCN1S(=O)(=O)c1csc(C(N)=O)c1 (stereo unspecified)	8%	0.3	60	x	10%	-1%	-12%	-0.1%	6%	14%
Cc1ccc(C2CC(c3ccc(C)cc3)n3nc(N)nc3N2)cc1 (stereo unspecified)	6%	0.8	63	i	-10%	-6%	-7%	0.6%	9%	3%
Cc1cc(NC(=O)CSc2nnc(-c3ccncc3)n2-c2ccc(F)cc2)no1	4%	-1.0	63	i	5%	9%	-1%	-0.4%	9%	-1%
CCOC(=O)CN(c1ccccc1)S(=O)(=O)c1ccc(F)cc1	8%	0.8	77	x	-2%	14%	-3%	1.0%	10%	14%
Cn1c(SCC(=O)Nc2ccc3c(c2)OCO3)nnc1-c1cnccn1	2%	-0.1	44	i	6%	2%	3%	0.0%	14%	5%
Cc1ccc(F)cc1NC(=O)CCOc1ccccc1	12%	0.6	50	i	-2%	10%	-7%	-0.2%	-2%	8%
CCCCCn1c(=O)c(C(=O)c2ccccc2)nc2ccccc21	-6%	3.4	87	i	-7%	-2%	-8%	-0.1%	3%	8%
Cc1c(Cc2ccccc2)c(=O)oc2cc(OCc3ccc(C(=O)O)cc3)ccc12	-4%	0.9	37	i	6%	30%	-2%	-0.1%	2%	24%
Nn1cnnc1N/N=C/c1cccc(Cl)c1Cl	10%	0.4	86	x	8%	5%	-1%	-0.2%	-8%	9%
CCCOC(=O)/C(=C\C=C\c1ccco1)NC(=O)c1ccccc1	11%	2.8	60	i	-18%	67%*	1%	0.7%	9%	15%
Cc1cccc(/C=N\N=C\c2cccc(C)c2)c1	-6%	0.3	47	x	0%	-6%	-12%	-0.3%	4%	-2%
Cc1cc(Br)ccc1NC(=O)CN(C)C(=O)CN1C(=O)NC2(CCCC2)C1=O	x	-2.1	42	x	x	x	-1%	x	-4%	24%
COC(=O)C1=NN(C(=O)c2ccccc2)C(O)(c2ccc([N+](=O)[O-])cc2)C1 (stereo unspecified)	3%	0.3	62	x	-9%	-7%	15%	-0.2%	7%	25%
CC12CCC(C(=O)Nc3ccccc3-n3cccc3)(CC1=O)C2(C)C (stereo unspecified)	4%	1.9	84	i	-16%	-3%	-11%	-0.2%	4%	10%
COC(=O)CNC(c1ccccc1)c1cc(Br)ccc1NC(=O)CNC(=O)OCc1ccccc1 (stereo unspecified)	-5%	7.3	53	i	2%	15%	-5%	u	2%	5%
CN1CCN(C(=O)c2ccccc2-c2nc(-c3ccccc3)no2)CC1	2%	0.7	65	i	14%	-1%	1%	-0.1%	9%	0%
CCN(CC)CCN(C(=O)CCS(=O)(=O)c1ccccc1)c1nc2cc(OC)c(OC)cc2s1	14%	0.2	51	x	-7%	-11%	-6%	0.4%	4%	6%
CCCCC(=O)Nc1ccc(C(=O)c2ccccc2)cc1	11%	0.5	45	i	-6%	-2%	-3%	-0.1%	4%	4%
Cc1cc(C)nc(Nc2n[nH]c(-c3ccccc3N)n2)n1	17%	0.9	41	x	-19%	4%	1%	0.1%	11%	11%
O=C(Cn1c2ccccc2c(=O)c2ccccc21)Nc1cccc(F)c1	-4%	1.3	92	i	-4%	28%	-4%	0.3%	0%	7%
CCC(=O)Nc1ccc(C(=O)N/N=C/c2ccc([N+](=O)[O-])cc2)cc1	16%	0.2	58	i	-4%	9%	-3%	0.2%	7%	-3%
COc1ccc(S(=O)(=O)N2Cc3ccccc3CC2C(=O)Nc2ccc3c(c2)OCO3)cc1 (stereo unspecified)	-8%	-1.6	68	i	10%	-1%	-1%	-0.1%	10%	-2%
CC(C)n1nc(C(=O)OCC(=O)N(C)C2CCS(=O)(=O)C2)c2ccccc2c1=O (stereo unspecified)	-15%	-1.0	87	i	-12%	5%	2%	-0.2%	2%	10%
COC(=O)CSc1nc2c(c(-c3ccco3)c1C#N)CCCC2	11%	11	66	i	2%	2%	-5%	-0.2%	10%	16%
COc1ccc(CCNc2ccncn2)cc1	-2%	0.1	68	i	22%	-5%	4%	0.0%	4%	-2%
O=C(c1cncc(Br)c1)N1CCCc2ccccc21	5%	-1.5	56	i	0%	-12%	-3%	-0.1%	-1%	5%
